Assay outcomes from PubChem BioAssay.
TrxR1 substrate = substrates of rat thioredoxin reductase 1; AID 588456; purified TrxR1 substrate turnover, NADPH consumption readout; Potency, µM (series often up to 114 µM), for inactives: at the highest dose activity change, negative = substrate turnover; actives 0.01% (n = 390,000); further: potency means the concentration at half of the fitted maximal effect; on the % scale 0 is the no-effect control and ±100 the full control effect; nearly all actives have a fitted effect of over 50% in size
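Rat TrxR1, dispensed at 90 nM, was prereduced with 400 uM NADPH (final) for 5 min at ~22 deg C, then incubated with compound 15 min before 400 uM selenite. A first-read NADPH fluorescence drop versus no-compound background flagged substrates.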
TRHR PAM = allosteric enhancers of human TRH receptor; actives 0.66% (n = 360,000); TRHR cells, fluo-8 calcium fluorescence, EC20 TRH enhancement; enhancement, % at 2 µM; AID 493056; P34981; in the data active means enhancement above about 30%; further: 0% is about no effect
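TRHR-expressing cells loaded with fluo-8 calcium dye were read kinetically (ex 480/em 530) during compound addition, then stimulated with an EC20 of TRH (10 nM final). Enhancement of the Gq-mediated intracellular calcium response was scored.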
Pin1 inhibitor = blocks the human prolyl isomerase Pin1; Q13526; Pin1 FP peptide displacement, HiFluor488, 10 min; actives 0.009% (n = 390,000); Potency, µM (titrated, usually from 115 µM), for inactives: at the highest dose activity, negative = inhibition, actives largely listed as inhibitors; active means well fitted inhibition curve with a large enough effect in the polarisation, with a control signal flat, not every such curve was filed as active; inconclusive means small, poorly fitted or top-dose-only effect, or effect the other way, or a change in a side signal; inactive means no such curve, though single readings can be large or run the other way; the % refers to the polarisation; further: potency means the concentration at half of the fitted maximal effect; on the % scale 0 is the no-effect control and ±100 the full control effect
TRHR agonist = TRH receptor (human) agonism | P34981 | TRHR cells, calcium flux fluo-8, FDSS agonist mode | activation, % at 2 µM | actives 0.18% (n = 360,000) | AID 493084; in the data active means activation above about 30%; further: 0% is about no effect
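Agonist-mode FDSS calcium read (Ex 480/Em 530, 1 s cycles) in 1536-well TRHR cells with fluo-8 dye, after 10-cycle baseline and 23 nL compound addition; TRH at EC20 (10 nM final) added afterwards for the enhancer phase.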
USP1 inh = blocks the human USP1/UAF1 deubiquitinase complex. Potency, µM (series often up to 57.1 µM), for the others: top-dose activity change, negative = inhibition, actives largely listed as inhibitors. recombinant USP1/UAF1, Ub-Rhodamine cleavage fluorescence. AID 743255. actives 0.23% (n = 390,000); further: potency means the concentration at half of the fitted maximal effect; on the % scale 0 is the no-effect control and ±100 the full control effect; nearly all actives have a fitted effect of over 60% in size; inactives centre near -12
Target sequence (O94782 whole entry, looked up): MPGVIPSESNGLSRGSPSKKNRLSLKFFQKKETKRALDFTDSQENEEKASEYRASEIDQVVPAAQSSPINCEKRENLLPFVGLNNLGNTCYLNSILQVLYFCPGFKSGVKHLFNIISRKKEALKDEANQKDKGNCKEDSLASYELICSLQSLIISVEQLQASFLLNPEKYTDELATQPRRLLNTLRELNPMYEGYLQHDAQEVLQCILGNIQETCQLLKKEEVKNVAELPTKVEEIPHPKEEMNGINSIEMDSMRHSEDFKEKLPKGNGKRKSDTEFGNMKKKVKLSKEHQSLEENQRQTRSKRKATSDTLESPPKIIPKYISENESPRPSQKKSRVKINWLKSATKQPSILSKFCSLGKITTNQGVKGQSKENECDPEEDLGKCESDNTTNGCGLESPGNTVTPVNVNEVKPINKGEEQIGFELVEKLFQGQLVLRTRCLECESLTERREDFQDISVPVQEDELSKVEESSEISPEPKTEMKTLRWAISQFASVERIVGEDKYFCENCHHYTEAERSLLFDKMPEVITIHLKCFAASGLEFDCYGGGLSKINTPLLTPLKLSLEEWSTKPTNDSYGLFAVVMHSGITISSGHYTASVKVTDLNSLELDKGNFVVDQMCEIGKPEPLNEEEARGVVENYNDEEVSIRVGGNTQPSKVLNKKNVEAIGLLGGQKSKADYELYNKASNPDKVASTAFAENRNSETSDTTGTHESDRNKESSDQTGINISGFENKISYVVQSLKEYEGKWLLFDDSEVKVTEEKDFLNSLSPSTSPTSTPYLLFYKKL
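High-throughput fluorogenic screen: 1nM USP1/UAF1 complex, Ub-Rho substrate 150nM final, 50mM HEPES pH 7.8 with 0.5mM EDTA, 0.1 mg/ml BSA, 1mM TCEP and 0.01% Tween-20.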
mIDH1 inhibitor = human IDH1 R132H inhibition; O75874; IDH1-R132H enzyme, NADPH consumption, diaphorase/resazurin fluorescence; Potency, µM (doses to about 76.6 µM), inactives show top-dose activity change, negative = inhibition, most hits filed as inhibitors; actives 0.093% (n = 390,000); AID 602179; further: potency means the concentration at half of the fitted maximal effect; on the % scale 0 is the no-effect control and ±100 the full control effect; nearly all actives have a fitted effect of over 65% in size
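IDH1-R132H (0.5 ug/mL dispensed) in pH 7.5 Tris buffer was preincubated 30 min with compound, then given a substrate mix of 0.016 mM NADPH and 2 mM alpha-KG for 80 min at room temperature; remaining NADPH was read by diaphorase/resazurin fluorescence.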
D2 agonist = activates the human D2 dopamine receptor; HEK293 T-REx D2 cells, calcium flux agonist mode; activation, % at 2 µM; AID 485358; P14416; actives 0.53% (n = 340,000);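 active means activation over 3 SD above normal in the single-dose calcium agonist read, cut at about 30% in these data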; further: 0% is about no effect
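HEK293 Trex D2 cells, tetracycline-induced, o/n 30 C 5% CO2; no-wash Ca dye, RT 30–90 min; 10-cycle baseline, 23 nl cpd added, kinetic Ca read 180 s; agonist hits = positive Ca response.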
D2 antag = antagonizes the human D2 dopamine receptor. P14416. inhibition, % at 10 µM. actives 2% (n = 340,000). HEK293 TREx D2 cells, calcium flux, dopamine EC80; in the data active means inhibition above about 30%; further: 0% is about no effect
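Inhibition of EC80 dopamine-driven calcium flux, recorded kinetically, defines activity here; cells are a tetracycline-induced HEK293 T-REx line expressing force-coupled D2.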
TrxR1 inh = blocks rat thioredoxin reductase 1. recombinant rTrxR1, NADPH fluorescence consumption, selenite substrate. Potency, µM (top dose mostly 114 µM), without a hit: at the highest dose activity change, negative = inhibition, most hits filed as inhibitors. actives 1% (n = 390,000). AID 588453; further: potency means the concentration at half of the fitted maximal effect; on the % scale 0 is the no-effect control and ±100 the full control effect; nearly all actives have a fitted effect of over 65% in size
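Rat TrxR1 (90 nM in the dispensed reagent) was pre-reduced with 400 uM NADPH for 5 min at room temperature, then incubated with compound for 15 min. After 400 uM selenite was added, NADPH fluorescence (Ex 340/Em 450 nm) was followed for 8 min.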
Starred values were filed as active, the others as inactive; ? = inconclusive; · = no result given; [ ] = another dose, or the depositor's remark. Unless noted, the call rests on the fitted dose curve; in most records, active means well fitted inhibition curve with a large enough effect; inconclusive means small, poorly fitted or top-dose-only effect; inactive means no such curve, though single readings can be large or run the other way.

entry	compound	TrxR1 substrate	TRHR PAM	Pin1 inhibitor	TRHR agonist	USP1 inh
1	COc1ccccc1C(C)NC(=O)CCNC(=O)c1ccc(Cl)cc1 (stereo not drawn)	0.8%	·	2.8%	·	-13.1%
2	COc1cc(C2=NOC(C(=O)NCc3cccnc3)C2)cc(OC)c1OC (stereo not drawn)	17.7%	2.1	-11.5%	0.9	-17.5%
3	CC1(c2nnc(Cc3ccccc3)o2)CC(c2cccc(Cl)c2)=NO1 (stereo not drawn)	4.6%[57.1 µM]	-4.9	-14.7%	-0.2	?
4	Cc1ccc(OCC(=O)Nc2ccc(-c3nc4ncccc4o3)cc2)cc1	23.7%[57.1 µM]	3.1	4.8%	0.0	-20.7%
5	O=C(NCc1ccccc1)c1c(Cl)nc(Cl)c(Cl)c1Cl	5.0%	-0.3	4.8%	0.8	-24.2%
6	CN1CCN(C(=S)NC(=O)c2ccc(Br)cc2)CC1	-0.3%	-1.3	-10.5%	0.2	-21.1%
7	O=C(Nc1nc2ccccc2[nH]1)c1ccc(Br)o1	-10.9%	3.6	-4.7%	-0.4	?
8	CCCNC(=O)c1ccc(N2CCC3(CC2)CC(c2cccc(Br)c2)=NO3)c(NC(=O)c2ccco2)c1	12.8%[57.1 µM]	35.5*	35.1%[activator]	0.3	-18.3%

entry	mIDH1 inhibitor	D2 agonist	D2 antag	TrxR1 inh
1	-10.7%	·	·	12.0%
2	0.8%	-0.8	5.8	36.1%[57.1 µM]
3	-0.5%	0.7	1.8	14.1%[57.1 µM]
4	2.3%	0.0	3.7	15.5%[57.1 µM]
5	-0.6%	0.0	1.9	21.5%
6	7.7%	1.0	-0.7	-12.9%
7	4.5%	0.5	-0.2	20.1%[57.1 µM]
8	-12.5%	-0.6	-5.8	18.1%[57.1 µM]

(next part)
entry	compound	TrxR1 substrate	TRHR PAM	Pin1 inhibitor	TRHR agonist	USP1 inh
9	COc1ccc(CC(=O)OCC(=O)NCCNC(=O)COC(=O)Cc2ccc(OC)cc2)cc1	4.0%[57.1 µM]	4.0	-3.0%	-0.2	-14.2%
10	Nc1ccn(Cc2ccc(F)cc2)n1	6.5%[57.1 µM]	5.4	-4.2%	-0.1	-12.4%
11	CC(C)(C)NS(=O)(=O)c1ccc(NC(=S)NC(=O)C2CCC2)cc1	-5.9%[57.1 µM]	4.0	-6.9%	5.1	-16.7%
12	CC(=O)c1c(C)[nH]c(C(=O)CSc2nc3ccc(C)cc3[nH]2)c1C	-10.6%	4.7	-4.0%	0.2	-22.8%
13	CCOc1ccc(OCCNC(=O)c2cc(C3CC3)nc3c2cnn3C(C)C)cc1	-10.6%	-5.7	16.3%	-0.2	-9.9%
14	COc1cccc(-n2c(SCC(=O)NCCC3=CCCCC3)nc3n[nH]c(C)c3c2=N)c1	-6.2%	-1.3	3.8%	2.3	-20.1%
15	CC(C)C(NC(=O)c1cccs1)C(=O)NC1CCCCC1 (stereo not drawn)	1.4%	0.9	-2.8%	0.1	-12.5%
16	O=C(COc1ccc(F)cc1)OCc1cc(=O)n2nc(-c3cccs3)sc2n1	3.6%[57.1 µM]	6.6	71.0%[activator]	0.5	-7.9%

entry	mIDH1 inhibitor	D2 agonist	D2 antag	TrxR1 inh
9	-5.7%	0.0	-10.6	7.0%[57.1 µM]
10	-11.7%	0.8	-1.2	14.0%
11	1.1%	2.7	-1.3	-36.7%
12	2.1%	0.2	7.8	-14.4%
13	2.2%	0.2	2.2	-5.9%
14	0.4%	1.9	-28.2	6.7%[57.1 µM]
15	-4.1%	-0.1	-0.2	29.1%
16	-1.1%	0.1	·	21.4%[57.1 µM]

With a hit mark in TRHR PAM, among the entries above:
| no. | SMILES | TrxR1 substrate | TRHR PAM | Pin1 inhibitor | TRHR agonist | USP1 inh | mIDH1 inhibitor | D2 antag | TrxR1 inh |
| --- | --- | --- | --- | --- | --- | --- | --- | --- | --- |
| 8 | CCCNC(=O)c1ccc(N2CCC3(CC2)CC(c2cccc(Br)c2)=NO3)c(NC(=O)c2ccco2)c1 | 12.8%[57.1 µM] | 35.5* | 35.1%[activator] | 0.3 | -18.3% | -12.5% | -5.8 | 18.1%[57.1 µM] |

Looked up above.
compound 13 @ TRHR agonist: -0.2
compound 9 @ D2 antag: -10.6
compound 11 @ D2 antag: -1.3

Next section.
entry	compound	TrxR1 substrate	TRHR PAM	Pin1 inhibitor	TRHR agonist	USP1 inh
17	COc1ccc(-c2nnn(CC(=O)c3ccc4c(c3)OCCO4)n2)cc1OC	3.1%	-1.9	44.2%[activator]	0.4	-6.3%
18	CSc1ccccc1C(=O)NCCCn1ccnc1	7.0%	6.5	-0.8%	-0.2	-22.6%
19	O=C(COC(=O)CNC(=O)c1ccc(Br)o1)Nc1ccc2c(c1)OCCO2	-10.8%	-2.3	6.9%	-0.4	-10.0%
20	O=C(CCCn1c(=O)[nH]c2ccc(Br)cc2c1=O)NCc1ccc(Cl)cc1	9.7%	-2.3	-0.1%	-0.8	-20.4%
21	CCOc1ccc(/C=C(\C#N)C(=O)NC2CC2)c(OCC)c1	-1.4%	·	-18.6%	·	-6.9%
22	COc1ccccc1NC(=O)/C(=C\c1cccnc1)NC(=O)c1ccccc1	9.0%[0.0914 µM]	-2.2	-2.6%	0.4	-15.6%
23	C[C@H](NC(=O)c1ccccc1Cl)C(=O)OCCOc1cccc(Cl)c1	-1.2%	-1.5	-1.1%	0.0	-15.8%
24	O=C(O)c1ccc(N=NNc2cccc([N+](=O)[O-])c2)cc1	-4.8%	2.0	1.1%	0.0	-15.9%

entry	mIDH1 inhibitor	D2 agonist	D2 antag	TrxR1 inh
17	-4.3%	0.6	1.9	21.5%
18	5.9%	-0.4	-7.9	24.2%
19	-1.2%	0.0	0.3	-12.8%
20	-10.9%	·	·	27.3%
21	5.1%	·	·	-4.6%
22	-0.4%	0.5	0.0	16.8%[57.1 µM]
23	12.9%	-0.1	1.4	5.6%
24	3.5%	-0.2	4.8	15.5%

Entries of single compounds, quoted from the list. Values in the order: TrxR1 substrate | TRHR PAM | Pin1 inhibitor | TRHR agonist | USP1 inh | mIDH1 inhibitor | D2 agonist | D2 antag | TrxR1 inh
`C[C@H](NC(=O)c1ccccc1Cl)C(=O)OCCOc1cccc(Cl)c1` is listed with -1.2% | -1.5 | -1.1% | 0.0 | -15.8% | 12.9% | -0.1 | 1.4 | 5.6%
`COc1ccccc1NC(=O)/C(=C\c1cccnc1)NC(=O)c1ccccc1` is listed with 9.0%[0.0914 µM] | -2.2 | -2.6% | 0.4 | -15.6% | -0.4% | 0.5 | 0.0 | 16.8%[57.1 µM]
`O=C(COC(=O)CNC(=O)c1ccc(Br)o1)Nc1ccc2c(c1)OCCO2` is listed with -10.8% | -2.3 | 6.9% | -0.4 | -10.0% | -1.2% | 0.0 | 0.3 | -12.8%

A portion of the library. The share of hits here may be higher or lower than overall.
